Rpn11 block: Rpn11 (human) deubiquitinase inhibition; hit rate 0.59% among 360,000; human 26S proteasome, Ub4-pepOG fluorescence polarization; 20S core pre-blocked with epoxomicin; O00487; calls only at 20 µM;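 active = inhibition at 20 µM, scaled to each plate's controls, above about 33%, limit read from the data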
SKN-1 block: inhibitors of C. elegans SKN-1. C. elegans VP596 Pgst-4::GFP/RFP ratio, acrylamide-induced, 24 h. inhibition, % at 21.8 µM. hit rate 0.49% among 360,000. AID 624304;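 active = interference check ratio from 0.5 to 1.5 plus GFP to RFP signal ratio inhibition reaching or exceeding a fixed threshold, cut at about 30% in these data, passing the limit was not always enough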; also: some compounds called inactive have numbers as strong as hits
STEP block: STEP (human) phosphatase inhibition; P54829; recombinant STEP, OMFP fluorogenic substrate, fluorescence; inhibition, % at 20 µM; hit rate 0.25% among 360,000; AID 588621;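 active = inhibition at 20 µM, scaled per plate between control wells, above about 37%, limit read from the data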;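 also: 0% = DMSO with enzyme and substrate and 100% = substrate only without enzyme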
Target sequence (P54829 whole entry, looked up): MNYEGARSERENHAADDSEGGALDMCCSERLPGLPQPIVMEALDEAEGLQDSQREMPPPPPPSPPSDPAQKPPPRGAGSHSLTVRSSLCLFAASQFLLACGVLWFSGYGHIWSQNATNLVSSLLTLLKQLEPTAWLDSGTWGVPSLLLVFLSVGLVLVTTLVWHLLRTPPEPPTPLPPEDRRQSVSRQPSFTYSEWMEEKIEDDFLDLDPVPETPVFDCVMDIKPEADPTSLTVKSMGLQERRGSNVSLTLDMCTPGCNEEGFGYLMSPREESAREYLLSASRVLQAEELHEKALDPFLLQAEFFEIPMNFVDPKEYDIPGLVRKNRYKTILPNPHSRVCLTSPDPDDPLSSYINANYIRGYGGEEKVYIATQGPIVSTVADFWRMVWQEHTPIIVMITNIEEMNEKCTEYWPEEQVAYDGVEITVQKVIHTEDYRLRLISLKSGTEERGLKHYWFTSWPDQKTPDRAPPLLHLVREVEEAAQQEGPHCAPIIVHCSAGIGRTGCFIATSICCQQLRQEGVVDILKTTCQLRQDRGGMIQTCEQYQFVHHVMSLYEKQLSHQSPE
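Test system: STEP tyrosine phosphatase / Reagent: OMFP at 25 µM / Doses: 20 µM, 1% DMSO / Read-out: percent inhibition scaled to no-enzyme and uninhibited-enzyme controls, plate-pattern corrected / Detection: FITC-channel fluorescence of OMFP product / Medium: Bis-Tris buffer pH 6.0, 2.5 mM DTT, 0.005% Tween 20 / Schedule: 20 min at room temperature, dark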
Scp1 inh: Scp-1 (human) phosphatase inhibition | inhibition, % at 20 µM | Q9GZU7 | hit rate 0.88% among 340,000 | Recombinant Scp1, phosphopeptide, malachite green phosphate absorbance | AID 493091;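 active = inhibition above about 50% at 20 µM, limit read from the data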;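 also: plate controls were DMSO wells with enzyme for no effect and wells lacking enzyme for full effect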
Target sequence (Q9GZU7 76-261 limits assumed): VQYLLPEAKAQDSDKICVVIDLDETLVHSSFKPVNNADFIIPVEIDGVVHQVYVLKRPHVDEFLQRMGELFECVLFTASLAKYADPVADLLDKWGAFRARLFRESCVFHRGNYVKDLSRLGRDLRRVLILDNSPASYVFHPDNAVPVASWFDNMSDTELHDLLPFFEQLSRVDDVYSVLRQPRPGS
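Test system: SCP-1 catalytic domain; Buffer or medium: Acidic Tris acetate buffer with magnesium and detergent; Also added: Phosphorylated 17-residue peptide substrate; Compound: single 20 µM dose, 1% DMSO; Schedule: enzyme reaction 45 min at room temperature, colour 5 min, stabilisation 30 min; Signal: Phosphate-binding colour reagent, absorbance read at 630 nm.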
DNMT1 inh: blocks human DNA methyltransferase DNMT1; inhibition (reported as % activation of signal), % at 10 µM; hit rate 0.83% among 360,000; P26358; DNMT1 molecular beacon, Hinp1I cleavage, fluorescence; in the data active = inhibition above about 50%
LMPTP block: blocks human LMPTP phosphatase | P24666 | recombinant LMPTP-A, OMFP fluorogenic substrate, fluorescence intensity | inhibition, % at 20 µM | hit rate 0.22% among 360,000 | AID 651560;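 active = compounds that cut the enzyme signal by at least half of the control window in the single-dose screen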;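 also: plate controls were DMSO wells with enzyme plus substrate for no effect and substrate without enzyme for full effect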
Target sequence (P24666 whole entry, looked up): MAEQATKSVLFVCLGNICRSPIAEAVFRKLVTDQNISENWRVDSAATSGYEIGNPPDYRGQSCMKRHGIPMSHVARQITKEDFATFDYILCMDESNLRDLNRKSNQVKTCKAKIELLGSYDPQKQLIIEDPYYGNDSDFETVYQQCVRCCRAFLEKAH
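Test system: LMPTP-A phosphatase enzyme; input: 0.625 nM LMPTP-A final; reagent: OMFP substrate, 400 µM final; compound dosing: 20 µM single dose, 3% DMSO; incubation: 50 min dark incubation at room temperature; measured by: endpoint fluorescence intensity from OMFP dephosphorylation; measure: % inhibition relative to no-enzyme and uninhibited control wells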
NadD block: blocks S. aureus nicotinate mononucleotide adenylyltransferase; inhibition, % at 20 µM; AID 602399; purified NadD enzyme, colorimetric absorbance read-out; hit rate 0.78% among 360,000; in the data active = inhibition above about 26%; also: some compounds past the cut are filed as inactive
MT1-MMP act inh: inhibitors of human MT1-MMP activation; P50281; HT1080 RFP-PRO-GFP cells, GFP/RFP ratio fluorescence, overnight; percent of plate control window, DMSO zero; GFP/RFP ratio change, % at 20 µM; hit rate 0.061% among 360,000; AID 651647;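 active = GFP/RFP ratio change of at least 30% with cell ATP level not reduced by more than half and red fluorescence within 50% of control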; also: strong numbers were not always called active
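Test system: HT1080 cells expressing an RFP-PRO-GFP fluorescent reporter construct / Compound dosing: single-point 20 µM compound, 1% DMSO / Schedule: cells overnight before dosing, compound overnight, 37 °C, 5% CO2 / Evaluation: GFP/RFP fluorescence ratio / Control set: DMSO and RFP-L50D-GFP cell wells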
NRP1-CendR mod: NRP-1/CendR interaction modulation. AID 602438. inhibition, % at 25 µM. O14786. FAM-RPARPAR peptide binding to NRP-1, fluorescence polarization. hit rate 0.85% among 360,000;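 active = inhibition or corrected inhibition above about 18%, plus a signal ratio from 0.5 to 1.5, limit read from the data, passing the limit was not always enough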; also: strong numbers were not always called active
SUMO1-SIM PPI: alters human SUMO1 binding to SIM partners. P63165. SUMO1 binding to a labelled peptide, TR-FRET, 1 h. inhibition, % at 20 µM. hit rate 0.33% among 360,000. AID 602429; in the data active = inhibition above about 37%
Target sequence (P63165 whole entry, looked up): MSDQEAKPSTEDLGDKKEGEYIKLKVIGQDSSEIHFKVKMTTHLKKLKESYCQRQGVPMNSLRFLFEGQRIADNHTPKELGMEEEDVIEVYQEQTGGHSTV
Starred values were filed as active, the others as inactive; i = inactive; . = not tested or not shown; + = active, no number. Random draw from the library; about 3.9% have a hit in one of these screens.

SMILES	Rpn11 block	SKN-1 block	STEP block	Scp1 inh	DNMT1 inh	LMPTP block	NadD block	MT1-MMP act inh	NRP1-CendR mod	SUMO1-SIM PPI
Cc1[nH]c2ccccc2c(=O)c1CN(C)Cc1ccccc1	i	-8	3	16	2	0.8	-1	-1	7	-3
CC(=O)SCC[N+](C)(C)C	i	4	-4	-11	5	-1.8	-2	3	-9	2
Cc1nnc(Sc2nc3ccccc3o2)c2ccccc12	i	-3	0	-2	5	-1.7	-5	4	1	-4
CC(=O)C1C(c2cccc(F)c2)c2c(n[nH]c2C)CC1(C)O (stereo not given)	i	7	0	-5	2	-1.2	-4	0	9	3
Cc1ccc(S(=O)(=O)NC(=NCC(=O)O)c2ccc(F)cc2)cc1	i	6	3	-8	-2	-1.9	-4	7	6	0
O=C(NCc1ccc(N2CCCC2=O)cc1)c1cc(COc2c(F)cccc2F)on1	i	7	2	-8	-1	-0.4	0	1	0	1
COc1ccnc(Oc2ccc(Cl)cc2)c1C#N	i	3	-1	-6	2	-0.8	2	7	-1	-3
COc1cc(C(=O)NCc2nnc(SCC(=O)Nc3nccs3)o2)cc(OC)c1OC	i	-8	2	-4	1	-1.6	-4	-1	-7	5
COC(=O)c1ccccc1NC(=O)c1cccnc1	i	-14	-1	-1	0	-0.2	-2	1	-1	3
Cc1ccc(S(=O)(=O)N2c3ccccc3OC(C(=O)OC(C)(C)C)(C(=O)OC(C)(C)C)C2CC(=O)c2ccccc2)cc1 (stereo not given)	.	0	.	.	.	1.4	.	-1	-1	3
O=Cc1ccc(N2CCCC2)o1	i	10	-1	-5	3	-0.8	-4	-5	9	-4
CCCCNC(=O)COC(=O)c1cc2c(C)nn(-c3ccccc3)c2s1	i	-2	4	-10	15	-2.0	6	-6	13	-1
Cc1ccc(S(=O)(=O)Oc2ccc(/C=C3\N=C(c4cccc(C)c4)OC3=O)cc2)cc1	i	5	0	-21	16	0.2	15	-2	-20	-6
O=C(c1cc(-c2cccs2)on1)N1CCN(C(c2ccccc2)c2ccccc2)CC1	i	17	-1	2	-5	3.6	12	-10	-5	3
Cn1c(=O)c2sccc2n2c(CCCC(=O)Nc3ccc(F)cc3F)nnc12	i	6	-1	-3	6	0.0	0	4	0	7
COc1ccc2[nH]c3c(c2c1)CCN1C(=O)C(CC(=O)NCc2cccc(C(F)(F)F)c2)C[C@H](C(=O)N2CCOCC2)[C@@]31C (stereo not given in full)	i	4	-1	4	1	-1.5	3	5	-10	2
c1ccc(-c2ccc3c(c2)NC(C2Nc4cc(-c5ccccc5)ccc4O2)O3)cc1 (stereo not given)	i	3	-1	-10	14	0.7	3	3	14	-6
CC1(C(=O)Nc2ccc3nc[nH]c3c2)CCN1C(=O)c1ccccc1CCc1ccccc1 (stereo not given)	i	-3	0	.	-6	0.5	6	-2	-1	1
Cc1nc(C)c(C(=O)N/N=C/c2cn(C)c3ccccc23)s1	i	5	12	-7	2	0.4	-1	6	2	-8
CN(C)S(=O)(=O)c1cccc(NC(=O)CCNC(=O)Nc2ccccc2)c1	i	4	-3	-6	-2	-0.8	0	4	1	-1
Cc1c(NC(=O)Nc2ccccc2Cl)c(=O)n(-c2ccccc2)n1C	i	-10	-2	5	5	-2.0	2	3	3	-1
Cc1noc(C)c1CSCC(=O)Nc1ccccc1N1CCCC1	i	0	1	-5	0	0.0	-5	-1	4	0
COc1ccccc1N(CC(=O)Nc1ccc(S(=O)(=O)N2CCCCC2)cc1)S(C)(=O)=O	i	13	0	-11	0	-0.5	-2	10	-2	1
COc1ccc(-c2csc(CCn3nc(C)cc3C)n2)cc1OC	i	0	3	6	-2	4.9	-5	0	10	-4
CCNc1nc2c(c(=O)n(Cc3ccccc3)c(=O)n2C)n1Cc1ccccc1	i	-2	-5	15	-6	0.4	-6	13	5	6
Cc1ccc(S(=O)(=O)N(C)C)cc1NC(=O)COC(=O)/C=C/c1ccc2ccccc2n1	i	-11	-3	0	-4	2.4	-3	2	-3	-23
Cc1ccc(S(=O)(=O)N(CC(=O)NN=C2CCN(C)CC2)c2ccc(C(C)C)cc2)cc1	i	4	2	-7	-1	0.3	-3	0	8	-1
CCOC(=O)N/N=C1\CCS(=O)(=O)c2ccc(Cl)cc21	i	0	-1	-2	-1	-1.6	-3	0	-4	0
Cc1occc1-c1nnc(SCC(=O)c2c(N)n(Cc3ccccc3)c(=O)n(C)c2=O)n1C	i	12	2	-13	2	-1.3	1	0	-2	-4
Cc1ccc(NC(=O)COC(=O)c2cc(Cl)ccc2[N+](=O)[O-])cc1	i	-2	-1	-10	-2	-1.1	-6	1	8	-20
Cc1ccc(OCC2Cn3c(nc4c3c(=O)n(C)c(=O)n4C)O2)cc1 (stereo not given)	i	-18	0	2	2	-1.7	0	5	3	0
O=C(NC1CCSc2ccccc21)c1ccccc1Br (stereo not given)	i	-1	1	-4	2	-0.4	2	3	7	1
Cc1ccc(N2C(=O)C(CC(=O)Nc3cccc(F)c3)N(C3CC3)C2=O)cc1 (stereo not given)	i	3	4	-7	6	-0.5	-11	4	0	-1
Cc1ccc(S(=O)(=O)N(C)CC(=O)NNC(=O)CCC(=O)c2ccc(F)cc2)cc1	i	-4	-1	-3	-2	-2.0	-1	4	2	0
O=c1cnnc(N/N=C/C2CC=CCC2)[nH]1 (stereo not given)	i	7	-4	-10	0	-1.4	5	0	4	0
O=C(Cn1c(=O)oc2ccccc21)N(Cc1ccccc1)C1CCS(=O)(=O)C1 (stereo not given)	i	14	-3	-5	-1	-0.4	2	-1	0	0
CC1(C)CC(=O)C2=C(C1)OC(c1ccc(O)cc1)C(C#N)=C2N (stereo not given)	i	1	0	-2	-3	-2.8	3	6	2	-2
CNC(=O)c1snnc1-c1ccccc1	i	1	-4	1	2	-0.6	3	3	-2	-3
COc1ccc([C@@H]2[C@@H]3C(=O)N(C(C)(C)C)C(=O)[C@@H]3[C@]3(Cc4ccccc4)C(=O)N(c4ccc(C)cc4)C(=O)N23)cc1	i	1	-2	2	-3	-0.2	2	-3	3	0
O=C(/C=C/c1ccc(F)cc1)Nc1ccc2[nH]c(=O)[nH]c2c1	i	-1	0	-1	-1	-0.4	-3	8	2	-7
O=C(O)CC1S/C(=N/N=C/c2ccc([N+](=O)[O-])cc2)N(c2ccc(O)cc2)C1=O (stereo not given)	i	10	1	-6	-1	0.3	-3	4	-10	-28
Cc1ccc(C)c(N2CCN(C(=O)CCCOc3cc(=O)n(C)c4ccccc34)CC2)c1	i	9	19	-5	-6	0.2	16	17	14	-2
CCN(CC(=O)Nc1c(F)cccc1F)C(=O)C1Cc2ccccc2CN1S(=O)(=O)CC (stereo not given)	i	15	1	-3	-2	-0.8	3	-3	-3	4
COC(=O)Cc1nc2ccccc2[nH]1	i	5	-6	6	0	0.9	3	2	3	2
CCOC(=O)C1=C(O)/C(=C/c2cc(C)n(-c3ccccc3)c2C)N=C1C	i	-1	4	-4	-8	3.2	15	-16	-29	-1
Cc1ccc(NC(=O)CCn2c(=S)oc3ccccc32)cc1F	i	27	48*	25	42	36	-3	2	5	11
NC(=NCc1ccccc1)C(N=Nc1ccccc1)C(=O)NCc1ccccc1 (stereo not given)	i	6	-2	-10	-8	0.6	-5	0	14	-6
CC(C)c1ccc(NC(=O)C2C3C=CC4(CN(CCCN5CCOCC5)C(=O)C24)O3)cc1 (stereo not given)	i	20	-1	0	2	0.9	1	-1	2	0
COc1ccc(NC(=O)COc2ccc(C(=O)OCC(=O)N(C)C3CCS(=O)(=O)C3)cc2OC)cc1 (stereo not given)	i	-8	-5	-2	8	-0.8	-3	4	17	0
COc1ccc(OC)c(-c2cc(C(=O)O)c3cc4ccccc4cc3n2)c1	i	-4	-1	.	6	-0.5	3	-1	11	7

Reformatted: entries from further up
mol | Rpn11 block | SKN-1 block | STEP block | Scp1 inh | DNMT1 inh | LMPTP block | NadD block | MT1-MMP act inh | NRP1-CendR mod | SUMO1-SIM PPI
COC(=O)Cc1nc2ccccc2[nH]1 | i | 5 | -6 | 6 | 0 | 0.9 | 3 | 2 | 3 | 2
CCOC(=O)C1=C(O)/C(=C/c2cc(C)n(-c3ccccc3)c2C)N=C1C | i | -1 | 4 | -4 | -8 | 3.2 | 15 | -16 | -29 | -1
Cc1ccc(NC(=O)CCn2c(=S)oc3ccccc32)cc1F | i | 27 | 48* | 25 | 42 | 36 | -3 | 2 | 5 | 11
NC(=NCc1ccccc1)C(N=Nc1ccccc1)C(=O)NCc1ccccc1 (stereo not given) | i | 6 | -2 | -10 | -8 | 0.6 | -5 | 0 | 14 | -6
CC(C)c1ccc(NC(=O)C2C3C=CC4(CN(CCCN5CCOCC5)C(=O)C24)O3)cc1 (stereo not given) | i | 20 | -1 | 0 | 2 | 0.9 | 1 | -1 | 2 | 0

Going on with the list:
SMILES	Rpn11 block	SKN-1 block	STEP block	Scp1 inh	DNMT1 inh	LMPTP block	NadD block	MT1-MMP act inh	NRP1-CendR mod	SUMO1-SIM PPI
Cc1ccc(C)c(NC(=O)CCOc2ccccc2)c1	i	6	0	-11	-1	-1.3	-7	-2	-6	5
COc1ccc(/C=N/NC(=O)c2cccc([N+](=O)[O-])c2)c2ccccc12	i	6	3	-4	51*	-0.6	3	3	-16	3
COc1ccccc1Oc1ccc2c(c1)C(=O)N(c1ccc(C)cc1)C2=O	i	-26	-3	-4	19	-0.1	-1	3	4	3
O=C(NN1C(=O)/C(=C\c2ccc(O)c([N+](=O)[O-])c2)SC1=S)c1ccccc1Cl	+	1	14	-3	0	3.0	-5	18	-192	-2
CCCC(=O)Oc1ccc(-c2nccc(C(OC)OC)n2)cc1	i	-3	5	-3	-1	0.0	-3	2	15	4
CC1CN(C(=O)COC(=O)CSc2ccc(C(N)=O)cc2[N+](=O)[O-])CC(C)O1 (stereo not given)	i	-7	0	-6	-1	-1.4	2	-1	9	-26
O=C(Nc1ccc(O)c(-c2nc3ccccc3o2)c1)C1(c2ccc([N+](=O)[O-])cc2)CCCC1	i	2	2	-16	1	3.4	16	-3	3	-1
Cc1nc2ccccn2c1C(=O)CSc1ccccc1Cl	i	-7	-5	2	3	0.2	5	1	7	3
CN(CCOc1ccccc1)C(=O)c1cc([N+](=O)[O-])ccc1N1CCOCC1	i	-5	-1	-4	1	-0.3	-1	-5	5	-22

Source: PubChem BioAssay
